From PubChem
RGS4 inhibitor: human RGS4 inhibition | Transcreener GDP fluorescence polarization, RGS4-accelerated GTP hydrolysis | Potency, µM (series often up to 114 µM), without a hit: at the highest dose activity change, negative = inhibition, hits mostly inhibitors | 390,000 compounds, 0.039% hits | AID 504845; note: % is set by controls: 0 for no effect and ±100 for the full control effect; nearly all actives have a fitted effect of over 75% in size; some results filed as inactive show a strong effect at the top dose
Target sequence (P49798 whole entry, looked up): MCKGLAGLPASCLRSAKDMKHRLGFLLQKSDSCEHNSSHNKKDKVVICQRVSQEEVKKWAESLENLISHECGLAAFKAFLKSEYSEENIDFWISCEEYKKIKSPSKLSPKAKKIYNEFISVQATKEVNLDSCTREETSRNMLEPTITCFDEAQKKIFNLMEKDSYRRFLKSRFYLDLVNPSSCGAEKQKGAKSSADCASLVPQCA
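MLSMR compounds (23 nl, pin-transferred) preincubated 10 min at room temperature with a 500nM (2x) first reagent, then RGS4 at 900nM (2x) plus Transcreener GDP mix added; fluorescence polarization (620/688 nm) read before and after 90 min at 30 °C.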
ALOX12 inh: ALOX12 (human) lipoxygenase inhibition. purified 12hLO, xylenol orange hydroperoxide absorbance. Potency, µM (top dose mostly 108 µM), without a hit: at the highest dose activity change, negative = inhibition, actives largely listed as inhibitors. 580,000 compounds, 1.1% hits. AID 1671190; note: % is set by controls: 0 for no effect and ±100 for the full control effect
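Purified human 12hLO (150 nM final) in 25 mM Hepes, 0.01% Triton X-100, pH 7.0 was preincubated 15 min at room temperature with compound. Then 40 uM arachidonic acid was added, 30 min. Hydroperoxide was read by Fe-XO absorbance ratio 573/405 nm.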
RXFP1 agonist: RXFP1 (human) receptor agonism | Q9HBX9 | Potency, µM (doses to about 57.5 µM), for inactives: top-dose activation, hits mostly activators | 370,000 compounds, 0.3% hits | HEK293T-RXFP1 cAMP TR-FRET, 30 min; response scale: percent of porcine relaxin response, buffer zero; note: % is set by controls: 0 for no effect and ±100 for the full control effect; nearly all actives have a fitted effect of over 60% in size; many of its hits are not listed in these tables
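HEK293 cells stably expressing RXFP1, treated 30 min at 37C with compounds plus PDE4 inhibitor Ro 20174; cAMP measured by HTRF TR-FRET. Normalized to buffer and 29 nM porcine relaxin; EC50 by Hill fit.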
Vif-APOBEC3G blk: Vif-A3G binding inhibition. Q9HC16. HeLa A3G-eYFP + Vif (tagged APOBEC3G with the HIV-1 protein that degrades it), YFP fluorescence, overnight. Potency, µM (top dose mostly 46.1 µM), inactives show top-dose activity, negative = active, most hits filed as inhibitors. 410,000 compounds, 0.076% hits. AID 602310;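 note: % is set by controls: 0 for no effect and ±100 for the full control effect; nearly all actives have a fitted effect of over 60% in size; hits raise eYFP signal because A3G escapes Vif-driven loss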
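HeLa cells stably expressing Vif and C-terminally eYFP-tagged A3G, seeded overnight at 37 deg C, then exposed to compound by pintool overnight at 37 deg C. Rise in yellow fluorescence (Ex 488/Em 500-530, Acumen) marks blocked Vif-driven A3G degradation.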
TrxR1 inh: inhibitors of rat thioredoxin reductase 1; recombinant rTrxR1, NADPH fluorescence consumption, selenite substrate; Potency, µM (series often up to 114 µM), without a hit: at the top dose activity change, negative = inhibition, most hits filed as inhibitors; 390,000 compounds, 1% hits; note: % is set by controls: 0 for no effect and ±100 for the full control effect; nearly all actives have a fitted effect of over 65% in size
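Rat TrxR1 (90 nM in the dispensed reagent) was pre-reduced with 400 uM NADPH for 5 min at room temperature, then incubated with compound for 15 min. After 400 uM selenite was added, NADPH fluorescence (Ex 340/Em 450 nm) was followed for 8 min.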
USP1 inh: blocks the human USP1/UAF1 deubiquitinase complex; O94782; recombinant USP1/UAF1, Ub-Rhodamine cleavage fluorescence; Potency, µM (series often up to 57.1 µM), inactives show at the top dose activity change, negative = inhibition, usual class: inhibitors; 390,000 compounds, 0.23% hits; AID 743255; note: % is set by controls: 0 for no effect and ±100 for the full control effect; nearly all actives have a fitted effect of over 60% in size; inactives centre near -12
Target sequence (O94782 whole entry, looked up): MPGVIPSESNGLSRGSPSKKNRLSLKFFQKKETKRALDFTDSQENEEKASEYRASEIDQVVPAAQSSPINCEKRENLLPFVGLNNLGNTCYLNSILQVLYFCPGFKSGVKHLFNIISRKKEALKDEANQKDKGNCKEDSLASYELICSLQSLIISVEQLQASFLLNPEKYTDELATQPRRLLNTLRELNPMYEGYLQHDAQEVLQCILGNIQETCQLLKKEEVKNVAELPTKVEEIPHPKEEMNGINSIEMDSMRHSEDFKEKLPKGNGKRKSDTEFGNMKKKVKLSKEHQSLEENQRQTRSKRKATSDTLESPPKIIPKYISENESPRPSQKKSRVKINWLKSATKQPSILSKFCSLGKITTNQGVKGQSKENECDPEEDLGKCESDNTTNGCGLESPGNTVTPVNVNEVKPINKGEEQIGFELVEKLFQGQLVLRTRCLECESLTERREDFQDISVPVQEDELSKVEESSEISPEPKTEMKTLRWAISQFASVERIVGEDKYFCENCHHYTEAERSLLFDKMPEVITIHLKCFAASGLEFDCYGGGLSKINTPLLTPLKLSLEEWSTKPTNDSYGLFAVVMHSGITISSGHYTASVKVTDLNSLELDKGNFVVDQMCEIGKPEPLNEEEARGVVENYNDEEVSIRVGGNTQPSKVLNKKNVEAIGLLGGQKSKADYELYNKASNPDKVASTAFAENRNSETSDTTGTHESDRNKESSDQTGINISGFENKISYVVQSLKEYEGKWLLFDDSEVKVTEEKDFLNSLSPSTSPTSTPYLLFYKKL
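USP1/UAF1 complex (1 nM) preincubated 15 min at room temperature with compound, then Ub-Rho substrate (150 nM final) added. Kinetic fluorescence at 480/540 nm over 6 reads at 60 s intervals; 50 mM HEPES pH 7.8, 0.5 mM EDTA, 0.1 mg/ml BSA, 1 mM TCEP, 0.01% Tween-20.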
mIDH1 inhibitor: human IDH1 R132H inhibition. O75874. 390,000 compounds, 0.093% hits. IDH1-R132H enzyme, NADPH consumption, diaphorase/resazurin fluorescence. Potency, µM (titrated, usually from 76.6 µM), without a hit: at the highest dose activity change, negative = inhibition, actives largely listed as inhibitors; note: % is set by controls: 0 for no effect and ±100 for the full control effect; nearly all actives have a fitted effect of over 65% in size
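IDH1-R132H (0.5 ug/mL dispensed) in pH 7.5 Tris buffer was preincubated 30 min with compound, then given a substrate mix of 0.016 mM NADPH and 2 mM alpha-KG for 80 min at room temperature; remaining NADPH was read by diaphorase/resazurin fluorescence.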
Vif-A3F inh: Vif-A3F binding inhibition. HeLa A3F-eYFP + Vif (tagged APOBEC3F with the HIV-1 protein that degrades it), YFP fluorescence increase. 390,000 compounds, 0.2% hits. Potency, µM (series often up to 46.1 µM), for the others: at the highest dose activity, negative = active; note: % of control where 0% means no effect; nearly all actives have a fitted effect of over 65% in size
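HeLa cells stably expressing Vif plus C-terminally eYFP-tagged A3F were seeded, incubated overnight at 37 deg C, dosed with compound, incubated overnight again at 37 deg C. Yellow fluorescence (Ex 488/Em 500-530) reported blocked Vif-mediated A3F-eYFP degradation.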
TrxR1 substrate: rat thioredoxin reductase 1 substrate activity | AID 588456 | purified TrxR1 substrate turnover, NADPH consumption readout | O89049 | Potency, µM (doses to about 114 µM), for the others: at the highest dose activity change, negative = substrate turnover | 390,000 compounds, 0.01% hits; note: % is set by controls: 0 for no effect and ±100 for the full control effect; nearly all actives have a fitted effect of over 50% in size
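Rat TrxR1, dispensed at 90 nM, was prereduced with 400 uM NADPH (final) for 5 min at ~22 deg C, then incubated with compound 15 min before 400 uM selenite. A first-read NADPH fluorescence drop versus no-compound background flagged substrates.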
* hit, by the source's call; ? = inconclusive; · = not tested or not shown; & = joins results of further samples; [ ] = another dose, or the depositor's remark. Calls come from the whole dose curve; as a rule, active = well fitted curve in the direction sought with a large enough effect; inconclusive = small, poorly fitted or top-dose-only effect, or another doubt; inactive = no such curve, though single readings can be large; an effect the other way counts as inactive or inconclusive. Potency is the fitted concentration of half-maximal effect.

Results follow in this order: RGS4 inhibitor	ALOX12 inh	RXFP1 agonist	Vif-APOBEC3G blk	TrxR1 inh	USP1 inh	mIDH1 inhibitor	Vif-A3F inh	TrxR1 substrate
[1] Cc1oc(C(C)(C)C)c(CN2CCCC2)c1C(=O)O
→ -15%	?	0.6%	1%	2%[57.1 µM]	-13%	6%	1%	15%[57.1 µM]
[2] CC(C)(c1ccc(O)cc1)c1ccc(O)cc1
→ 11%	?	-1.3%	-5%	-3%	-4%	-12%	-5%	-4%
[3] COCCOC(=O)c1cc(C(=O)c2cc(Cl)ccc2O)coc1=N
→ 11%	-28%	2.5%	-20%	5%[57.1 µM]	-10%	14%	?	7%[57.1 µM]
[4] COC(=O)c1ccc(COc2ncnc3sccc23)cc1
→ -9%	-11%	4.1%	0%	27%	-20%	0%	4%	6%
[5] CC(C)CC1Nc2ncnc(N3CCN(c4ccccc4)CC3)c2N(Cc2ccc(Cl)cc2)C1=O (stereo not given)
→ -15%	?	1.6%	-5%	-11%	-25%	2%	1%	1%
[6] COc1ccc(C)cc1NC(=O)C1CCCN(S(=O)(=O)c2cccc3cccnc23)C1 (stereo not given)
→ 6%	·	7.0%	-5%	29%	?	13%	4%	-1%
[7] COc1ccc(C2=Nn3c(nnc3-c3cccnc3)SC2)cc1OC
→ -17%	-16%	7.2%	0%	-8%[57.1 µM]	-10%	0%	0%	3%[57.1 µM]
[8] CC[n+]1ccc(C(=O)NCc2ccccc2)cc1
→ 15%	-1%	-1.0%	2%	-11%	0%	-1%	17%	-4%
[9] CN1CCN(c2cc(=O)n(Cc3ccc(F)cc3)c(=O)[nH]2)CC1
→ -10%	2%	2.3%	0%	14µM*	-12%	9%	-10%	1%[57.1 µM]
[10] O=C(N/N=C/c1ccc(OC(=O)c2ccccc2)c([N+](=O)[O-])c1)c1ccc(O)cc1
→ -7%	-1%	-2.0%	-3%	-9%[57.1 µM]	-5%	5%	0%	-1%[57.1 µM]
[11] CN(C(=O)COC(=O)CNC(=O)C12CC3CC(CC(C3)C1)C2)C1CCS(=O)(=O)C1 (stereo not given)
→ -5%	-10%	1.1%	0%	-9%	5%	10%	1%	-8%
[12] CCOCCn1c(CN(Cc2ccccc2)Cc2ccccc2)nc2c1c(=O)[nH]c(=O)n2C
→ -43%	?	-1.4%	-1%	-6%	-2%	3%	3%	-8%[57.1 µM]
[13] COc1ccc(-c2nnc(SCC(=O)NC3CCCC3)n2C)cc1
→ -19%	4%	5.8%	0%	17%[0.0914 µM]	-17%	-3%	5%	5%[0.0914 µM]
[14] Cc1cc(C)cc(NC(=O)CSc2nc3ncccc3[nH]2)c1
→ -13%	-12%	1.6%	4%	3%	-5%	8%	-1%	-3%
[15] O=C(CN1C(=O)NC2(CCCCCC2)C1=O)Nc1ccc(OC(F)(F)F)cc1
→ ·	?	·	-15%	·	4%	-2%	-11%	·

Next part:
Results follow in this order: RGS4 inhibitor	ALOX12 inh	RXFP1 agonist	Vif-APOBEC3G blk	TrxR1 inh	USP1 inh	mIDH1 inhibitor	Vif-A3F inh	TrxR1 substrate
[16] COCCN(CC(=O)NCc1ccc(F)cc1)C(=O)CCC(=O)Nc1nccs1
→ 17%	0%	-2.8%	0%	4%[57.1 µM]	-7%	-1%	6%	8%[57.1 µM]
[17] COc1ccc(Cn2c(=O)c3cccnc3n(Cc3cccc(F)c3)c2=O)cc1
→ 25%	-1%	-1.8%	-3%	28%	?	-12%	-2%	5%
[18] C=C(C)CN1CCN(c2ccc(N3C(=O)CCCC3=O)cc2[N+](=O)[O-])CC1
→ -7%	-7%	3.3%	3%	22%	-20%	11%	-7%	6%
[19] COc1cc(/C=C/c2sc3ccccc3[n+]2CCCS(=O)(=O)[O-])ccc1O
→ -39%	?	12%	-2%	3%[57.1 µM]	25µM*	16%	-28%	-4%[57.1 µM]
[20] CSc1ccc(CN2CCN(C(=O)CC(C)C)CC2)cc1
→ -2%	?	2.6%	0%	-2%	0%	0%	6%	-5%
[21] Cc1c(NS(=O)(=O)c2ccc3c(c2)n(C)c(=O)n3C)c(=O)n(-c2ccccc2)n1C
→ -9%	353%[activator]	2.6%	-6%	11%	5%	-7%	2%	3%
[22] COc1cc(Br)cc2cc(C(=O)N3CCN(C(=O)c4ccco4)CC3)c(=O)oc12
→ -9%	-13%	-0.2%	0%	-1%	-10%	3%	3%	2%
[23] CC(OC(=O)c1cc(S(=O)(=O)Nc2ccc(F)cc2)ccc1Cl)C(=O)Nc1ccc2c(c1)OCCO2 (stereo not given)
→ -3%	?	-0.4%	-21%	-7%	-6%	-2%	-17%	-17%
[24] CCOC(=O)c1cccc2c1-c1ccccc1/C2=N/O
→ -4%	-25%	2.3%	1%	7%	-19%	8%	-5%	3%
[25] CCOc1ccccc1NC(=O)Cn1c(=O)n(Cc2ccccc2)c(=O)c2c(C)c(C)sc21
→ 29%	-25%	3.9%	·	-2%	-14%	·	·	-7%
[26] O=C(O)C1CCCN1c1ncnc2ccccc12 (stereo not given)
→ 8%	?	1.7%	1%	9%	11%	1%	2%	-5%[57.1 µM]
[27] CCOC(=O)c1ccc(CSc2nnc3cc(C)c4ccccc4n23)cc1
→ 2%	-7%	-0.3%	3%	0%	-24%	-2%	3%	-9%
[28] COc1cccc(C(=O)NCC2CCN(c3ccc(S(=O)(=O)N4CCOCC4)cc3)CC2)c1
→ -33%	6%	0.3%	3%	-8%	-11%	0%	-2%	1%
[29] Cc1cccc(C)c1NC(=O)CN1CCc2ccccc2C1
→ -6%	11%	·	1%	32%[activator]	-25%	-1%	3%	6%
[30] COc1ccc(C)cc1S(=O)(=O)Nc1cccnc1
→ -6%	-5%	-0.1%	0%	1%	-18%	3%	-3%	-2%

As a short view, some entries already given:
Results follow in this order: RGS4 inhibitor	ALOX12 inh	RXFP1 agonist	Vif-APOBEC3G blk	TrxR1 inh	USP1 inh	mIDH1 inhibitor	Vif-A3F inh	TrxR1 substrate
[24] CCOC(=O)c1cccc2c1-c1ccccc1/C2=N/O
→ -4%	-25%	2.3%	1%	7%	-19%	8%	-5%	3%
[25] CCOc1ccccc1NC(=O)Cn1c(=O)n(Cc2ccccc2)c(=O)c2c(C)c(C)sc21
→ 29%	-25%	3.9%	·	-2%	-14%	·	·	-7%
[26] O=C(O)C1CCCN1c1ncnc2ccccc12 (stereo not given)
→ 8%	?	1.7%	1%	9%	11%	1%	2%	-5%[57.1 µM]
[27] CCOC(=O)c1ccc(CSc2nnc3cc(C)c4ccccc4n23)cc1
→ 2%	-7%	-0.3%	3%	0%	-24%	-2%	3%	-9%
[28] COc1cccc(C(=O)NCC2CCN(c3ccc(S(=O)(=O)N4CCOCC4)cc3)CC2)c1
→ -33%	6%	0.3%	3%	-8%	-11%	0%	-2%	1%
[29] Cc1cccc(C)c1NC(=O)CN1CCc2ccccc2C1
→ -6%	11%	·	1%	32%[activator]	-25%	-1%	3%	6%
[30] COc1ccc(C)cc1S(=O)(=O)Nc1cccnc1
→ -6%	-5%	-0.1%	0%	1%	-18%	3%	-3%	-2%

(list continues)
Results follow in this order: RGS4 inhibitor	ALOX12 inh	RXFP1 agonist	Vif-APOBEC3G blk	TrxR1 inh	USP1 inh	mIDH1 inhibitor	Vif-A3F inh	TrxR1 substrate
[31] Cc1ccccc1Nc1nc(N)nc(CSc2nnc3ccccn23)n1
→ 1%	-7%	4.3%	0%	9%	-16%	5%	1%	3%
[32] Clc1ccc(C2Nc3cccc4cccc(c34)N2)cc1Cl
→ ?	18%	-0.2%	1%	45µM*	-27%	9%	-5%	-1%
[33] O=C(COc1ncnc2ccc(Br)cc12)N1CCOCC1
→ 23%	-29%&5%	1.0%	0%	12%[57.1 µM]	-14%	8%	6%	-4%
[34] CC(OC(=O)CNS(=O)(=O)c1ccc2ccccc2c1)C(=O)N(C)c1ccccc1 (stereo not given)
→ -15%	0%	-0.8%	1%	3%	-8%	5%	10%	-1%
[35] COc1ccc(OC)c(-c2cc(C(=O)Nc3ccc(C)c(C)c3)no2)c1
→ -6%	-16%	-0.4%	-5%	24%	-7%	-12%	-2%	14%
[36] Cc1cccc(NC(=O)c2nc[nH]c2C(=O)N2CCc3ccccc3C2)c1
→ -8%	2%	0.0%	-1%	-11%[57.1 µM]	-12%	6%	2%	2%[57.1 µM]
[37] CC(=O)N1CCc2cc(S(=O)(=O)CCC(=O)N(C)c3cc(C)ccc3C)ccc21
→ -36%[56.9 µM]	15%	-0.6%	-1%	27%[57.1 µM]	-7%	5%	-6%	1%[57.1 µM]
[38] COc1cc(C(=O)OCC(=O)N(C)C)cc(NC(=O)c2ccco2)c1OC
→ -11%	-16%	16%	0%	-10%	-3%	6%	7%	5%[57.1 µM]
[39] CC(/C=C/c1ccccc1)=N\Nc1ccccc1[N+](=O)[O-]
→ 21%	-7%	-2.1%	-13%	1%[57.1 µM]	-27%	-7%	-12%	1%[57.1 µM]
[40] CCCn1c(N)c(N(CCOC)C(=O)c2ccc(-c3ccc(Cl)cc3)o2)c(=O)[nH]c1=O
→ -3%	0%	1.5%	-1%	-7%	-12%	6%	5%	-9%
[41] O=C(OCC(=O)N1CCCCCC1)c1ccccc1Br
→ 3%	154%[activator]	2.1%	0%	24%	-11%	4%	0%	2%

A portion of the library, so the mix of outcomes need not match the whole.
